TrxR1 substrate = rat thioredoxin reductase 1 substrate activity | O89049 | purified TrxR1 substrate turnover, NADPH consumption readout | Potency, µM (top dose mostly 114 µM), inactives show at the top dose activity change, negative = substrate turnover | 0.01% of 390,000 active | AID 588456; also: % is scaled to controls: 0 for no effect and ±100 for the full control effect; nearly all actives have a fitted effect of over 50% in size
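Rat TrxR1, dispensed at 90 nM, was prereduced with 400 uM NADPH (final) for 5 min at ~22 deg C, then incubated with compound 15 min before 400 uM selenite. A first-read NADPH fluorescence drop versus no-compound background flagged substrates.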
IDH1 R132H inh = inhibitors of human mutant IDH1 R132H; IDH1-R132H enzyme, NADPH consumption, diaphorase/resazurin fluorescence; Potency, µM (top dose mostly 76.6 µM), inactives show top-dose activity change, negative = inhibition, actives largely listed as inhibitors; 0.093% of 390,000 active; AID 602179; also: % is scaled to controls: 0 for no effect and ±100 for the full control effect; nearly all actives have a fitted effect of over 65% in size
Target sequence (O75874 whole entry R132H, stated change not applied): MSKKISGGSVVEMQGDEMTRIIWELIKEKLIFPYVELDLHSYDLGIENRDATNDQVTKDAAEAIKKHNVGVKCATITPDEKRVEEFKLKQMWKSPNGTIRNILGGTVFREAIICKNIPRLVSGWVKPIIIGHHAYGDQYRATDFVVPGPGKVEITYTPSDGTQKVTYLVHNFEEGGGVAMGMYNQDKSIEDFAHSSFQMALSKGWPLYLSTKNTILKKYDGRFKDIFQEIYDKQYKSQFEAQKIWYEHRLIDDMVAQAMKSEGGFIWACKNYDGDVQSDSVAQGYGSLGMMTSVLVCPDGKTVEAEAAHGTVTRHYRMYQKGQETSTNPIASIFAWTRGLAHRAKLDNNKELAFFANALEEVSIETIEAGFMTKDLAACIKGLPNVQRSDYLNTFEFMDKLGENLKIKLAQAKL
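IDH1-R132H (0.5 ug/mL) preincubated 30 min with compound, then NADPH (0.016 mM) and alpha-KG (2 mM) added; 80 min at RT, pH 7.5. Remaining NADPH coupled via diaphorase/resazurin to fluorescence (540/590 nm); concentration-response curves normalized to no-enzyme control.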
USP1 inh = USP1/UAF1 (human) deubiquitinase inhibition; O94782; recombinant USP1/UAF1, Ub-Rhodamine cleavage fluorescence; Potency, µM (top dose mostly 57.1 µM), for inactives: at the highest dose activity change, negative = inhibition, usual class: inhibitors; 0.23% of 390,000 active; also: % is scaled to controls: 0 for no effect and ±100 for the full control effect; nearly all actives have a fitted effect of over 60% in size; inactives centre near -12
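Step one: compound is pinned into 1nM USP1/UAF1 in HEPES pH 7.8 buffer with TCEP. Step two: 15 min room-temperature incubation. Step three: Ub-Rho (150nM final) starts cleavage, tracked by fluorescence over six one-minute reads.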
Vif-A3F inh = blocks the Vif interaction with APOBEC3F | Potency, µM (top dose mostly 46.1 µM), without a hit: at the top dose activity, negative = active | AID 602313 | 0.2% of 390,000 active | HeLa A3F-eYFP + Vif (tagged APOBEC3F with the HIV-1 protein that degrades it), YFP fluorescence increase; also: % of control where 0% means no effect; nearly all actives have a fitted effect of over 65% in size
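Fluorescence increase (Ex 488/Em 500-530) after overnight compound treatment at 37 deg C flags inhibition of Vif-driven A3F-eYFP loss in stable HeLa A3F-eYFP/Vif cells seeded overnight beforehand.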
12-LOX inh = inhibitors of human 12S-lipoxygenase ALOX12 | P18054 | purified 12hLO, xylenol orange hydroperoxide absorbance | Potency, µM (doses to about 108 µM), inactives show at the top dose activity change, negative = inhibition, hits mostly inhibitors | 1.1% of 580,000 active | AID 1671190; also: % is scaled to controls: 0 for no effect and ±100 for the full control effect
Target sequence (P18054 whole entry, looked up): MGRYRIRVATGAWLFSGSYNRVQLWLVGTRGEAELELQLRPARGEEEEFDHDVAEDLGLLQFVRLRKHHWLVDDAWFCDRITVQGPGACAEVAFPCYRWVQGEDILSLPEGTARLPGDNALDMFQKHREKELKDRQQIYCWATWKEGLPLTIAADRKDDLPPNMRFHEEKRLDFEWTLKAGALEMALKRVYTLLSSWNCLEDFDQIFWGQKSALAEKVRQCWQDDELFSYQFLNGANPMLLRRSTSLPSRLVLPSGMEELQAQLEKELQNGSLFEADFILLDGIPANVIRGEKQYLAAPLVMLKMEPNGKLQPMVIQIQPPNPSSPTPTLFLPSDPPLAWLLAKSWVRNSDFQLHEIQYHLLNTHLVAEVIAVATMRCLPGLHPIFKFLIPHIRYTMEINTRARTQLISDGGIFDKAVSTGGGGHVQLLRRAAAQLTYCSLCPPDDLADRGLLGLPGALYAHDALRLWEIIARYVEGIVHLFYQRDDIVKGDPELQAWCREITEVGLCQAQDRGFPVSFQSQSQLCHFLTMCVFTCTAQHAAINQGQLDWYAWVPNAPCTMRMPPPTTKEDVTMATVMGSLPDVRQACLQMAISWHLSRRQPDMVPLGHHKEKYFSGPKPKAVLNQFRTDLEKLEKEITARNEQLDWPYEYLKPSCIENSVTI
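Hydroperoxide product was detected by ferrous iron/xylenol orange as the 573 to 405 nm absorbance ratio. Arachidonic acid at 40 uM (final) was turned over for 30 min at room temperature by 150 nM human 12hLO, pH 7.0 Hepes buffer, after 15 min compound preincubation.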
Vif-APOBEC3G blk = inhibitors of Vif-APOBEC3G interaction; Q9HC16; HeLa A3G-eYFP + Vif (tagged APOBEC3G with the HIV-1 protein that degrades it), YFP fluorescence, overnight; Potency, µM (series often up to 46.1 µM), inactives show at the highest dose activity, negative = active, usual class: inhibitors; 0.076% of 410,000 active; AID 602310;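 also: % is scaled to controls: 0 for no effect and ±100 for the full control effect; nearly all actives have a fitted effect of over 60% in size; hits raise eYFP signal because A3G escapes Vif-driven loss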
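Read-out is eYFP fluorescence (Ex 488/Em 500-530) from Vif-expressing HeLa A3G-eYFP cells; more signal means A3G escaped Vif-mediated degradation. Cells plated overnight, compound pinned in, incubated overnight at 37 deg C.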
RGS4 inh = inhibitors of human regulator of G protein signaling 4; Transcreener GDP fluorescence polarization, RGS4-accelerated GTP hydrolysis; Potency, µM (highest dose often 114 µM), for inactives: at the top dose activity change, negative = inhibition, actives largely listed as inhibitors; 0.039% of 390,000 active; also: % is scaled to controls: 0 for no effect and ±100 for the full control effect; nearly all actives have a fitted effect of over 75% in size; some results filed as inactive show a strong effect at the top dose
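MLSMR compounds (23 nl, pin-transferred) preincubated 10 min at room temperature with a 500nM (2x) first reagent, then RGS4 at 900nM (2x) plus Transcreener GDP mix added; fluorescence polarization (620/688 nm) read before and after 90 min at 30 °C.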
TrxR1 inh = rat TrxR1 inhibition; O89049; recombinant rTrxR1, NADPH fluorescence consumption, selenite substrate; Potency, µM (titrated, usually from 114 µM), for the others: at the top dose activity change, negative = inhibition, actives largely listed as inhibitors; AID 588453; 1% of 390,000 active; also: % is scaled to controls: 0 for no effect and ±100 for the full control effect; nearly all actives have a fitted effect of over 65% in size
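Rat TrxR1 (90 nM in the dispensed reagent) was pre-reduced with 400 uM NADPH for 5 min at room temperature, then incubated with compound for 15 min. After 400 uM selenite was added, NADPH fluorescence (Ex 340/Em 450 nm) was followed for 8 min.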
RXFP1 ag = activates the human relaxin receptor RXFP1. Q9HBX9. HEK293T-RXFP1 cAMP TR-FRET, 30 min; response scale: percent of porcine relaxin response, buffer zero. Potency, µM (doses to about 57.5 µM), inactives show at the highest dose activation, most hits filed as activators. 0.3% of 370,000 active; also: % is scaled to controls: 0 for no effect and ±100 for the full control effect; nearly all actives have a fitted effect of over 60% in size; many of its hits are not listed in these tables
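cAMP rise read by TR-FRET after 30 min, 37C compound exposure (up to 58 uM) in RXFP1-transfected HEK293 cells with Ro 20174 present. EC50 from Hill-equation fits, with 29 nM porcine relaxin as 100% and buffer as basal.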
Numbers without * were called inactive; ? = inconclusive; · = not tested or not shown; [ ] = another dose, or the depositor's remark. Calls follow the shape of the dose curve; as a rule, active = well fitted curve in the direction sought with a large enough effect; inconclusive = small, poorly fitted or top-dose-only effect, or another doubt; inactive = no such curve, though single readings can be large; an effect the other way counts as inactive or inconclusive. Potency is read from the fitted curve at half-maximal effect. An excerpt; the hit share may differ from the screen's.

SMILES | TrxR1 substrate | IDH1 R132H inh | USP1 inh | Vif-A3F inh | 12-LOX inh | Vif-APOBEC3G blk | RGS4 inh | TrxR1 inh | RXFP1 ag
CCc1ccc(NC(=O)COCc2cc(-c3ccc(F)cc3)on2)cc1 | 4% | -14% | -11% | -1% | -1% | 6% | -22% | 34% | -1.2%
CN(N=Nc1nc[nH]c1C(=O)NN)C1CCCCC1 | -14% | 2% | -11% | 0% | 11% | 2% | ? | -13% | ·
CCc1ccc(N(C(=O)C(F)(F)F)C(C(=O)NC2CCCCC2)c2ccncc2)cc1 (stereo not drawn) | 7% | -2% | 9% | -9% | -5% | 2% | -23% | 19% | 0.9%
COc1ccc(OCc2nc3ccccc3n2C(C)c2ccccc2)cc1 (stereo not drawn) | 7% | 6% | -27% | -14% | -20% | -12% | -10% | 7% | 1.5%
CCOc1ccc(NC(=O)COC(=O)COc2cccc3c2OC(C)(C)C3)cc1 | -3% | 2% | -14% | 2% | 1% | -4% | 10% | 1% | -2.7%
Cc1cc(C#Cc2c(-c3ccccc3)n(C)c3ccccc23)ccc1F | 14% | 0%[38.3 µM] | ? | 0% | 2% | -1% | -6% | 35µM* | 7.9%
O=c1[nH][nH]c(C(F)(F)F)c1C=NCc1ccccc1Cl | -8% | 1% | -4% | 0% | 33%[activator] | 2% | 1% | -5% | 2.0%
CCOc1ccc(CCNC(=O)c2cccc(NC3=NC4CS(=O)(=O)CC4S3)c2)cc1OCC (stereo not drawn) | -9%[57.1 µM] | 7% | -26% | -1% | 3% | 1% | 6% | 7%[57.1 µM] | 1.2%
CCOc1ccc(-c2c(C)n([O-])c3c([n+]2=O)CCCC3)cc1 | 5%[57.1 µM] | 3% | 0% | 1% | 6% | 0% | -11% | -3%[57.1 µM] | -0.8%
O=C(N[C@@H](Cc1ccccc1)C(=O)OCc1ccccc1)c1nc[nH]c1C(=O)NCc1ccccc1 | -6% | 3% | 0% | 2% | 19% | 2% | 17% | 18% | -0.1%
COc1cccc(C2=NOC(C(=O)Nc3cccc(C(C)=O)c3)C2)c1OC (stereo not drawn) | 8%[57.1 µM] | 6% | -17% | 1% | -6% | -3% | -19% | 6%[57.1 µM] | 0.6%
N#CCSc1nc2c(c(C3CC=CCC3)c1C#N)CCC2 (stereo not drawn) | 0% | 1% | -21% | -6% | -7% | -10% | 21% | 5% | 0.4%
CC(=O)c1cc2c(cc1NC(=O)Cn1nc(-c3ccc(C)cc3)ccc1=O)OCO2 | 15%[57.1 µM] | 5% | 0% | -5% | -23% | -1% | -5% | 27%[57.1 µM] | 4.2%
CCC(=O)Nc1ccccc1C(=O)C(=O)Nc1ccccc1 | -2% | 3% | -5% | -6% | -10% | 1% | -12% | 12% | -1.8%
CCCN(CC(=O)Nc1ccccc1OC)C(=O)Cc1ccc2c(c1)CCC2 | -1% | 21% | -22% | -1% | · | -9% | ? | -6% | 0.0%
Cc1ccc(S(=O)(=O)N(C)C)cc1NC(=O)COC(=O)/C=C/c1ccc2ccccc2n1 | -12% | 13% | -3% | -15% | -22% | -23% | 2% | -20% | -0.5%
CCOc1ccc2oc(C(=O)NCC3CCCO3)c(C)c2c1 (stereo not drawn) | 47%[activator] | -7% | -12% | -5% | -11% | -1% | 18% | 35% | 2.0%
COc1ccc(CCNC(=O)Cc2c(C)c3cc4c(C(C)(C)C)coc4c(C)c3oc2=O)cc1 | 1% | 0% | 4% | 4% | -1% | -1% | -7% | 11% | 0.0%
CC(C)=CCCC(C)CN(C)CCc1ccccn1 (stereo not drawn) | 2% | -3% | -1% | 2% | ? | 3% | 9% | 18% | -0.2%
CCOC(=O)N1CCN(C(=O)CN2C(=O)COc3ccc(S(=O)(=O)N4CCOCC4)cc32)CC1 | 5% | 0% | -17% | 3% | 28% | -5% | -4% | 12% | 0.1%
O=c1c(Cc2ccccc2)c(O)nc2n1CCS2 | -8% | 9% | -6% | -4% | 0% | 2% | 8% | -7% | 0.9%
CC(C)(C)c1ccc(C(=O)N/C(=C\c2ccco2)C(=O)Nc2ccccc2C(=O)O)cc1 | -7% | 0% | -20% | -14% | 32µM* | -6% | ? | ? | -0.6%
CCN(C(=S)Nc1cccc2ccccc12)c1ccccc1 | · | 4% | -4% | ? | ? | 2% | · | · | ·
O=C(NCc1ccccc1)c1ccc(Cl)cc1 | -1% | 0% | -12% | 0% | 34%[activator] | 4% | -9% | 0% | -1.6%
O=C(COC(=O)c1ccccc1Br)NCC1CCCO1 (stereo not drawn) | -1% | 0% | -11% | 2% | -17% | -5% | -6% | -2% | ·

Arranged by value in TrxR1 inh (largest number first): four of the compounds above
Molecule	TrxR1 substrate	USP1 inh	12-LOX inh	Vif-APOBEC3G blk	RGS4 inh	TrxR1 inh	RXFP1 ag
CC(C)=CCCC(C)CN(C)CCc1ccccn1 (stereo not drawn)	2%	-1%	?	3%	9%	18%	-0.2%
CCC(=O)Nc1ccccc1C(=O)C(=O)Nc1ccccc1	-2%	-5%	-10%	1%	-12%	12%	-1.8%
CCOc1ccc(NC(=O)COC(=O)COc2cccc3c2OC(C)(C)C3)cc1	-3%	-14%	1%	-4%	10%	1%	-2.7%
O=C(NCc1ccccc1)c1ccc(Cl)cc1	-1%	-12%	34%[activator]	4%	-9%	0%	-1.6%

Continued.
SMILES | TrxR1 substrate | IDH1 R132H inh | USP1 inh | Vif-A3F inh | 12-LOX inh | Vif-APOBEC3G blk | RGS4 inh | TrxR1 inh | RXFP1 ag
O=C(CN1C(=O)NC(Cc2c[nH]c3ccccc23)C1=O)NC1CC1 (stereo not drawn) | 48%[activator] | -4% | -19% | 0% | 21% | -5% | -8%[11.4 µM] | 27% | 2.1%
COc1ccccc1CNC(=O)C1CCN(Cc2nc(-c3cccc(Cl)c3)oc2C)CC1 | -6% | 5% | -21% | -2% | -15% | 0% | 14% | 2% | -0.5%
COc1ccc(C2C=C(c3ccccc3)Nc3nc(NC(=O)/C=C/c4ccc(Cl)cc4)nn32)cc1 (stereo not drawn) | -1% | -5% | -17% | 2% | -5% | -10% | -15% | -1% | 9.8%
Cc1ccc(C(=O)c2nc3c(n2O)CCCC3)cc1 | -8%[57.1 µM] | 7% | -21% | -1% | ? | 0% | -12% | 6%[57.1 µM] | 0.9%
O=C(NCCCc1ccccc1)c1cccc([N+](=O)[O-])c1 | -7% | -7% | 4% | -8% | -7% | 1% | 44% | -2% | 1.4%
O=C(O)Cn1nc(-c2ccc(Cl)cc2)ccc1=O | 7% | 11% | 1% | -1% | ? | 2% | -12% | 13% | 1.2%
O=C(NNC(=O)c1csc(-c2cccnc2)n1)Nc1ccc(Cl)cc1 | 1% | 10% | -16% | 1% | 23% | -4% | 15% | 1% | -0.3%
CCOc1ccc(C2N(c3ccc(F)cc3)C(=O)C3CCCN32)cc1 (stereo not drawn) | 1%[57.1 µM] | 5% | -14% | 1% | 5%[57.4 µM] | -2% | 23% | 12%[57.1 µM] | -1.2%
COc1cc(SC)ccc1C(=O)N1CCN(c2ccc(O)cc2)CC1 | 2% | 4% | -5% | -3% | -25% | 6% | -15% | 11% | -0.8%
CCN(CC)S(=O)(=O)c1ccc(-n2c(=O)c(C(C)C)c(C)n2C)cc1 | -10%[57.1 µM] | 8% | -15% | -6% | -3% | -1% | -40% | 26%[57.1 µM] | -3.6%
CC(C)NC(=O)/C(=C\c1cccc([N+](=O)[O-])c1)NC(=O)c1ccccc1 | 7% | 3% | -19% | -8% | ? | 0% | 29% | 14% | -0.7%
COc1cccc(CNC(=O)C2CCN(S(=O)(=O)c3ccc4c(c3)NC(=O)CO4)CC2)c1 | 3% | 11% | -9% | 1% | 7% | -5% | 13% | 13% | 0.3%
CC1(C)c2ccccc2-n2c1cc1oc(=O)cc(O)c1c2=O | -11% | 9% | -10% | 3% | ? | -2% | -27% | 10% | -2.4%
O=C(CCSc1ccccc1)NCCSCc1ccco1 | 2% | 4% | -22% | 1% | -8% | -3% | -18% | -1% | -0.7%
COc1cccc(/C=N/n2c(-c3ccco3)nc3ccccc3c2=O)c1OC | -9% | 0% | -17% | -16% | -15% | 0% | 11% | -12% | 11%
CCOc1ccc(S(=O)(=O)N2CCOCC2)cc1NC(=O)CSCC(=O)Nc1ccc(OC)cc1 | -9% | 6% | 2% | ? | 2% | -1% | 3% | -3% | ·
COC(=O)c1ccc2c(=O)[nH]c(CCl)nc2c1 | 21% | 11% | -20% | 9% | -12% | ? | -9% | 22% | 3.4%
O=C(Nc1cccc(Cl)c1)C1CCCN(c2cnccn2)C1 (stereo not drawn) | 4% | 3% | -22% | -5% | 27% | -1% | 3% | 12% | 3.7%
Cn1cc(P(=S)(N2CCOCC2)N2CCOCC2)cc1P(=S)(N1CCOCC1)N1CCOCC1 | 4% | -13% | -6% | -8% | -26% | 12% | -13% | 14% | 0.4%
N#CC1=C(SCC(N)=O)NC(=O)CC1c1ccccc1Cl (stereo not drawn) | 11% | 10% | -3% | 5% | 11%[57.4 µM] | 1% | 2% | 41%[activator] | 0.6%

Some entries already given, reduced to Vif-APOBEC3G blk and TrxR1 inh:
| canonical_smiles | Vif-APOBEC3G blk | TrxR1 inh |
| --- | --- | --- |
| O=c1[nH][nH]c(C(F)(F)F)c1C=NCc1ccccc1Cl | 2% | -5% |
| COc1ccccc1CNC(=O)C1CCN(Cc2nc(-c3cccc(Cl)c3)oc2C)CC1 | 0% | 2% |
